# NSD2 inh = inhibitors of human NSD2, primary screen, biochemical, plate reader, single point | Histone-lysine N-methyltransferase NSD2 (Homo sapiens), O96028 | NSD2-SET H3K36me1 DELFIA fluorescence | inhibition, % at 12.5 µM | 44,000 compounds, 0.07% hits | AID 624260, 2012; in the data active means inhibition above about 54%, passing the limit was not always enough;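 further: inhibitors reduce the monomethyl H3K36 fluorescence signal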
# Target sequence (O96028 whole entry, looked up): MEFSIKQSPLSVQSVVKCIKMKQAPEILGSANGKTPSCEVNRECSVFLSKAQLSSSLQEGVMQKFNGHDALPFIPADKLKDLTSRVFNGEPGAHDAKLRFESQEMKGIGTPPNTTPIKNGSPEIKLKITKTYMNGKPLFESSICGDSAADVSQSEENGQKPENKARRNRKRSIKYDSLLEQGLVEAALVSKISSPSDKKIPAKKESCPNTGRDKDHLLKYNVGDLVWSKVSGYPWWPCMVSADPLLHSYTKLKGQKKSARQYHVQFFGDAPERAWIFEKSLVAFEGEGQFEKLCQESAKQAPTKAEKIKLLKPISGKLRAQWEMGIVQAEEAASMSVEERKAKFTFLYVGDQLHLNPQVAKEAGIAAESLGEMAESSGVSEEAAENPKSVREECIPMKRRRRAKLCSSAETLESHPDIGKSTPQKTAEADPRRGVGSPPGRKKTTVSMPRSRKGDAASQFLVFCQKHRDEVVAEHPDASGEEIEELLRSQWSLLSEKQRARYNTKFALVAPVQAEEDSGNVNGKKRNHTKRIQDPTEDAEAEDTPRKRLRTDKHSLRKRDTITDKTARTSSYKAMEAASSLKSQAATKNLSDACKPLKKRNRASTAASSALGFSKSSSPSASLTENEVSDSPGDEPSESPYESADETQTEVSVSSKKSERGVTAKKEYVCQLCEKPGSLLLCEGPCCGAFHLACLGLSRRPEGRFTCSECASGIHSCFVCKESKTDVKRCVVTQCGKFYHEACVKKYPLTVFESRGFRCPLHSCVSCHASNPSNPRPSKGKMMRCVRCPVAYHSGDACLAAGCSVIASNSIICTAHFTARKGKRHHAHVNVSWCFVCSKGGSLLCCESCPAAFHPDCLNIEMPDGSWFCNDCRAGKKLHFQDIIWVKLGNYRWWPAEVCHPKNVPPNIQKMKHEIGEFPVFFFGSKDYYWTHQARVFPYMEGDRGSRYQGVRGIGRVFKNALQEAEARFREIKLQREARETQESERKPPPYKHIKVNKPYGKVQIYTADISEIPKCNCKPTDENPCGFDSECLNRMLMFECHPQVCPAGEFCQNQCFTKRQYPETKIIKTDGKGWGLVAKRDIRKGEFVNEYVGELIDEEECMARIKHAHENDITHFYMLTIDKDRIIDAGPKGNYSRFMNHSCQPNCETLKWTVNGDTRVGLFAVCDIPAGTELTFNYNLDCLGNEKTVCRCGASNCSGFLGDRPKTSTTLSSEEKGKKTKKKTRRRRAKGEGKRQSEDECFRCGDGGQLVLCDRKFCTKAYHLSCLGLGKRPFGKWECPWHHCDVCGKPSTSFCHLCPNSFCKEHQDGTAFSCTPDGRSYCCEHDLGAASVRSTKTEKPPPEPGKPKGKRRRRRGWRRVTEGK
# An asterisk follows results filed as active. Only part of the results is shown; the hit share may differ from the screen's.
NSD2 inh	compound
14.2	CCCN(C)C[C@H]1Oc2cc(C#Cc3ccccn3)ccc2S(=O)(=O)N([C@@H](C)CO)C[C@H]1C
9.4	Cc1ccc(S(=O)(=O)N(C)C[C@H]2Oc3ccc(NC(=O)Cc4cn(C)c5ccccc45)cc3C(=O)N([C@@H](C)CO)C[C@@H]2C)cc1
3.7	C[C@H]1CCCCO[C@@H](CN(C)C(=O)C2CCCCC2)[C@@H](C)CN([C@@H](C)CO)C(=O)c2cc(NC(=O)Nc3ccc(C(F)(F)F)cc3)ccc2O1
1.4	COc1cccc(-c2ccc3c(c2)O[C@@H](CN(C)C(C)=O)[C@@H](C)CN([C@H](C)CO)S3(=O)=O)c1
2.0	Cc1noc(C)c1S(=O)(=O)Nc1ccc2c(c1)CC(=O)N([C@@H](C)CO)C[C@H](C)[C@@H](CN(C)C)O2
2.4	C[C@@H]1CCCCO[C@H](CN(C)S(=O)(=O)c2ccc(F)cc2)[C@@H](C)CN([C@H](C)CO)C(=O)c2cc(NS(=O)(=O)c3ccc(F)cc3)ccc2O1
-1.5	COc1ccc(NC(=O)N(C)C[C@@H]2Oc3ccc(NC(=O)Nc4ccc5c(c4)OCO5)cc3CC(=O)N([C@H](C)CO)C[C@H]2C)cc1
2.3	C[C@H]1CN([C@@H](C)CO)C(=O)c2cc(C3=CCCCC3)cnc2O[C@H]1CN(C)C(=O)Cc1ccncc1
-0.2	C[C@H](CO)N1C[C@H](C)[C@@H](CN(C)C(=O)Cc2ccccc2)Oc2ncc(-c3ccccc3)cc2C1=O
2.7	O=C(C[C@H]1C[C@@H]2c3cc(NS(=O)(=O)c4ccc(F)cc4)ccc3O[C@@H]2[C@@H](CO)O1)NCc1ccccc1
-3.7	C[C@H](CO)N1C[C@H](C)[C@H](CN(C)Cc2ccncc2)Oc2cc(C3=CCCCC3)ccc2S1(=O)=O
-5.5	COc1cc(/C=N/NC(=O)CCCCCCC(=O)Nc2ccccc2O)ccc1O

# 7 compounds drawn at random from those above:
NSD2 inh	compound
2.4	C[C@@H]1CCCCO[C@H](CN(C)S(=O)(=O)c2ccc(F)cc2)[C@@H](C)CN([C@H](C)CO)C(=O)c2cc(NS(=O)(=O)c3ccc(F)cc3)ccc2O1
-5.5	COc1cc(/C=N/NC(=O)CCCCCCC(=O)Nc2ccccc2O)ccc1O
-1.5	COc1ccc(NC(=O)N(C)C[C@@H]2Oc3ccc(NC(=O)Nc4ccc5c(c4)OCO5)cc3CC(=O)N([C@H](C)CO)C[C@H]2C)cc1
3.7	C[C@H]1CCCCO[C@@H](CN(C)C(=O)C2CCCCC2)[C@@H](C)CN([C@@H](C)CO)C(=O)c2cc(NC(=O)Nc3ccc(C(F)(F)F)cc3)ccc2O1
9.4	Cc1ccc(S(=O)(=O)N(C)C[C@H]2Oc3ccc(NC(=O)Cc4cn(C)c5ccccc45)cc3C(=O)N([C@@H](C)CO)C[C@@H]2C)cc1
1.4	COc1cccc(-c2ccc3c(c2)O[C@@H](CN(C)C(C)=O)[C@@H](C)CN([C@H](C)CO)S3(=O)=O)c1
-0.2	C[C@H](CO)N1C[C@H](C)[C@@H](CN(C)C(=O)Cc2ccccc2)Oc2ncc(-c3ccccc3)cc2C1=O

# Next part.
NSD2 inh	compound
1.5	C[C@H]1CN([C@@H](C)CO)C(=O)c2cc(NC(=O)C3CCCCC3)ccc2O[C@H]1CN(C)C(=O)Nc1cccc2ccccc12
0.8	C[C@H](CO)N1C[C@H](C)[C@H](CN(C)C)OCCCC[C@H](C)Oc2ccc(NS(=O)(=O)c3ccc(Cl)cc3)cc2C1=O
-0.1	CN(C)CC(=O)N[C@H]1C=C[C@@H](CC(=O)NCc2ccccc2F)O[C@@H]1CO
-3.9	C[C@H]1CN([C@@H](C)CO)C(=O)c2cccc(NC(=O)Nc3ccc4c(c3)OCO4)c2O[C@H]1CN(C)C
4.6	Cc1ccccc1-c1cnc2c(c1)C(=O)N([C@H](C)CO)C[C@H](C)[C@H](CN(C)CC1CCOCC1)O2
10.7	COc1ccccc1-c1ccc2c(c1)O[C@H](CN(C)Cc1ccc3c(c1)OCO3)[C@H](C)CN([C@H](C)CO)S2(=O)=O
0.2	COC(=O)CCCCCCC(=O)N/N=C/c1ccc(NC(=O)OC(C)(C)C)cc1
-0.9	C/C=C/c1ccc2c(c1)O[C@H](CN(C)Cc1cncnc1)[C@H](C)CN([C@@H](C)CO)S2(=O)=O
-1.1	C[C@@H]1CN([C@H](C)CO)C(=O)c2cccc(NS(=O)(=O)c3ccc(F)cc3)c2O[C@@H]1CN(C)Cc1ccc(C(F)(F)F)cc1
1.1	Cc1noc(C)c1S(=O)(=O)Nc1cccc2c1O[C@H](CN(C)Cc1ccc(C(=O)O)cc1)[C@@H](C)CN([C@@H](C)CO)C2=O
3.7	COc1ccc(S(=O)(=O)N(C)C[C@H]2Oc3c(NC(=O)c4ccc(-c5nccs5)cc4)cccc3C(=O)N([C@@H](C)CO)C[C@H]2C)cc1
4.7	C[C@H](CO)N1C[C@H](C)[C@H](CN(C)C(=O)Nc2ccc(C(F)(F)F)cc2)Oc2ccc(NC(=O)CCN3CCOCC3)cc2CC1=O
-1.0	Cc1ccc(-c2cnc3c(c2)C(=O)N([C@@H](C)CO)C[C@@H](C)[C@@H](CN(C)C(=O)Cc2cccnc2)O3)cc1
3.4	Cc1noc(C)c1S(=O)(=O)N(C)C[C@H]1Oc2ccc(NC(=O)NC(C)C)cc2CC(=O)N([C@H](C)CO)C[C@@H]1C
1.1	C[C@@H]1CCCCO[C@@H](CN(C)C(=O)c2ccncc2)[C@@H](C)CN([C@H](C)CO)C(=O)c2cc(N(C)C)ccc2O1
0.8	COc1ccc(S(=O)(=O)Nc2ccc3c(c2)C(=O)N([C@@H](C)CO)C[C@H](C)[C@H](CN(C)C(=O)Nc2c(C)noc2C)OCCCC[C@@H](C)O3)cc1
-7.2	CCCC#Cc1cnc2c(c1)C(=O)N([C@H](C)CO)C[C@H](C)[C@H](CN(C)Cc1ccc(C(=O)O)cc1)O2
-2.9	CC(C)NC(=O)Nc1cccc2c1O[C@@H](CN(C)Cc1ccncc1)[C@@H](C)CN([C@@H](C)CO)C2=O
1.5	C[C@H](CO)N1C[C@H](C)[C@@H](CN(C)S(=O)(=O)c2ccc(Cl)cc2)OCc2cn(nn2)CCCC1=O
16.7	C[C@H]1CN([C@@H](C)CO)C(=O)Cc2cc(NC(=O)CCCN(C)C)ccc2O[C@@H]1CN(C)S(C)(=O)=O
-0.9	CC(C)C#Cc1ccc2c(c1)O[C@@H](CN(C)C(=O)c1cccc(F)c1)[C@@H](C)CN([C@H](C)CO)S2(=O)=O
-3.9	CC(C)CC#Cc1ccc2c(c1)O[C@@H](CN(C)C(=O)c1ccccn1)[C@@H](C)CN([C@H](C)CO)S2(=O)=O
1.7	C[C@H]1CN([C@@H](C)CO)C(=O)c2cc(NS(=O)(=O)c3ccc(F)cc3)ccc2O[C@H]1CN(C)S(=O)(=O)c1ccc(Cl)cc1
2.6	C[C@H](CO)N1C[C@H](C)[C@H](CN(C)S(=O)(=O)c2ccc(F)cc2)Oc2ccc(NC(=O)Nc3ccccc3)cc2CC1=O
-1.1	C[C@H]1CN([C@@H](C)CO)C(=O)c2cc(C#CC3CCCCC3)cnc2O[C@H]1CN(C)S(=O)(=O)c1ccccc1
-0.4	Cc1noc(C)c1S(=O)(=O)Nc1cccc2c1O[C@@H](CN(C)S(=O)(=O)c1cccs1)[C@@H](C)CN([C@H](C)CO)C2=O
-2.8	C[C@H](CO)N1C[C@H](C)[C@H](CN(C)C(=O)c2ccc(F)cc2)OCc2ccccc2-c2c(n(C)c3ccccc23)C1=O
3.3	C[C@@H]1CCCCO[C@H](CN(C)S(=O)(=O)c2cn(C)cn2)[C@@H](C)CN([C@H](C)CO)C(=O)c2cc(NC(=O)Nc3cccc4ccccc34)ccc2O1
8.4	CC(=O)N(C)C[C@H]1Oc2cc(-c3ccc(F)cc3)ccc2S(=O)(=O)N([C@H](C)CO)C[C@H]1C
9.0	C[C@H]1CN([C@@H](C)CO)C(=O)CCCn2cc(nn2)CO[C@@H]1CN(C)C(=O)OCc1ccccc1
-0.8	Cc1noc(C)c1S(=O)(=O)Nc1ccc2c(c1)CC(=O)N([C@H](C)CO)C[C@@H](C)[C@@H](CN(C)S(C)(=O)=O)O2
-0.3	CC(C)NC(=O)N(C)C[C@H]1Oc2c(NC(=O)c3cnccn3)cccc2C(=O)N([C@@H](C)CO)C[C@H]1C
-0.3	C[C@@H]1CN([C@@H](C)CO)C(=O)c2cc(NS(=O)(=O)c3ccccc3)ccc2O[C@@H](C)CCCCO[C@@H]1CN(C)C(=O)Cc1ccccc1
-2.6	C[C@H](CO)N1C[C@H](C)[C@@H](CN(C)S(=O)(=O)c2ccc(F)cc2)Oc2cc(C#Cc3ccc(F)cc3)ccc2S1(=O)=O
-7.5	CC(C)C#Cc1cnc2c(c1)C(=O)N([C@@H](C)CO)C[C@@H](C)[C@@H](CN(C)C(=O)Nc1cccc(F)c1)O2
18.1	C[C@H](CO)N1C[C@H](C)[C@@H](CN(C)S(=O)(=O)c2cn(C)cn2)Oc2c(NS(=O)(=O)c3cn(C)cn3)cccc2C1=O
-0.2	C[C@H](CO)N1C[C@H](C)[C@H](CN(C)C(=O)CCC(F)(F)F)OCCCC[C@H](C)Oc2ccc(NC(=O)Cc3ccccc3)cc2C1=O
1.3	COc1ccc(S(=O)(=O)Nc2ccc3c(c2)C(=O)N([C@H](C)CO)C[C@@H](C)[C@H](CN(C)C(=O)Nc2ccc(C(F)(F)F)cc2)OCCCC[C@@H](C)O3)cc1
1.4	O=C(OCc1cccc(O)c1O[C@@H]1O[C@H](CO)[C@@H](O)[C@H](O)[C@H]1O)C1(O)C(=O)C2C=CC1C1C=CC(=O)C(O)(C(=O)OCc3cccc(O)c3O[C@@H]3O[C@H](CO)[C@@H](O)[C@H](O)[C@H]3O)C21 (stereo partly specified)
-2.8	C[C@H](CO)N1C[C@H](C)[C@H](CN(C)C(=O)C2CCOCC2)Oc2cc(-c3ccc(F)cc3)ccc2S1(=O)=O
0.7	C[C@H]1CCCCO[C@H](CN(C)C(=O)NC2CCCCC2)[C@@H](C)CN([C@@H](C)CO)C(=O)c2cc(NC(=O)CCC(F)(F)F)ccc2O1
-2.5	COc1ccc(Br)cc1/C=N/NC(=O)c1ccc(C(=O)NO)cc1
-2.0	C[C@@H]1CN([C@H](C)CO)C(=O)c2cc(C#CC3(O)CCCC3)cnc2O[C@@H]1CN(C)C(=O)C1CC1
4.0	CNC[C@H]1OCCCC[C@@H](C)Oc2ccc(NS(=O)(=O)c3c(C)noc3C)cc2C(=O)N([C@H](C)CO)C[C@H]1C
1.6	O=C(C[C@H]1C[C@H]2c3cc(NS(=O)(=O)c4ccccc4)ccc3O[C@H]2[C@H](CO)O1)NCC1CC1
-2.0	CN(C)CC(=O)N[C@H]1C=C[C@H](CC(=O)NCc2ccccc2F)O[C@H]1CO
-0.9	Cc1noc(C)c1NC(=O)Nc1ccc2c(c1)C(=O)N([C@@H](C)CO)C[C@@H](C)[C@H](CN(C)C(=O)Nc1c(C)noc1C)OCCCC[C@H](C)O2
-1.1	Cc1ccc(-c2ccc3c(c2)O[C@@H](CN(C)Cc2cncnc2)[C@H](C)CN([C@@H](C)CO)S3(=O)=O)cc1
0.9	CC(=O)N(C)C[C@H]1Oc2ncc(-c3ccc(C(=O)N(C)C)cc3)cc2C(=O)N([C@@H](C)CO)C[C@H]1C
-7.6	C[C@H]1CN([C@@H](C)CO)C(=O)c2cc(Br)cnc2O[C@H]1CN(C)C(=O)C1CCC1
12.0	COc1ccc(Cl)cc1NC(=O)Nc1cc(C)nc2ccccc12
3.4	C[C@H](CO)N1C[C@H](C)[C@@H](CN(C)C(=O)Nc2ccc(F)cc2)Oc2c(NS(=O)(=O)c3cn(C)cn3)cccc2C1=O
5.6	Fc1ccc(N2CCN(CCC3OCCc4ccccc43)CC2)cc1 (stereo unspecified)
3.6	C[C@@H]1CN([C@H](C)CO)C(=O)Cc2cc(NC(=O)Nc3cccc4ccccc34)ccc2O[C@@H]1CN(C)Cc1ccncc1
-1.8	Cc1noc(C)c1NC(=O)N(C)C[C@@H]1Oc2ccc(NC(=O)c3ccncc3)cc2CC(=O)N([C@H](C)CO)C[C@H]1C
1.3	Cc1ccc(S(=O)(=O)Nc2ccc3c(c2)C(=O)N([C@@H](C)CO)C[C@H](C)[C@H](CN(C)C(=O)CCC(F)(F)F)OCCCC[C@@H](C)O3)cc1
-1.2	COCC#Cc1ccc2c(c1)O[C@H](CN(C)C(=O)NC(C)C)[C@@H](C)CN([C@H](C)CO)S2(=O)=O
2.8	C[C@@H]1CCCCO[C@@H](CN(C)Cc2ccc(C(=O)O)cc2)[C@@H](C)CN([C@H](C)CO)C(=O)c2cc(NC(=O)c3ccncc3)ccc2O1
2.9	C[C@H]1C=C(C(=O)Nc2ccccc2)O[C@@H](OCc2ccc(CO)cc2)C1
-4.4	COCC#Cc1cnc2c(c1)C(=O)N([C@H](C)CO)C[C@H](C)[C@H](CN(C)C(=O)CN1CCOCC1)O2

# (next part)
NSD2 inh	compound
-3.6	Cc1ccc(S(=O)(=O)N(C)C[C@H]2Oc3ccc(NC(=O)NC4CCCCC4)cc3C(=O)N([C@H](C)CO)C[C@@H]2C)cc1
24.9	C[C@H](CO)N1C[C@H](C)[C@@H](CN(C)C(=O)Nc2ccccc2)Oc2cc(-c3cccc(C(=O)N(C)C)c3)ccc2S1(=O)=O
4.2	C[C@H]1CN([C@@H](C)CO)S(=O)(=O)c2ccc(C#CCC3CCCC3)cc2O[C@@H]1CN(C)Cc1ccc(C(=O)O)cc1
-6.0	C[C@@H]1CN([C@@H](C)CO)S(=O)(=O)c2ccc(C#CC3CCCCC3)cc2O[C@H]1CN(C)C

# Screening data from PubChem BioAssay.
